# Screening results (PubChem BioAssay)
# Nrf2 inh = Nrf2 qHTS screen for inhibitors; A549 ARE-Fluc reporter, luciferase luminescence, 18-24 h; Potency, µM (highest dose often 46 µM), for the others: top-dose activity change, negative = inhibition, actives largely listed as inhibitors; 360,000 compounds, 2.1% hits; also: % is scaled to controls: 0 for no effect and ±100 for the full control effect; nearly all actives have a fitted effect of over 60% in size
#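 Cells were seeded and rested 2 h, then exposed to compounds for 18-24 h. CellTiter-Fluor was read first as a viability measure. BugLite was added 15 min before the final luminescent read of ARE-luciferase activity in A549 cells.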
# ATXN2 expr inh = Primary qHTS for Inhibitors of ATXN expression; HEK-293 ATXN2-luciferase reporter, luminescence, 24 h; Potency, µM (series often up to 57 µM), inactives show at the top dose activity change, negative = inhibition, usual class: inhibitors; 360,000 compounds, 0.72% hits; also: % is scaled to controls: 0 for no effect and ±100 for the full control effect; nearly all actives have a fitted effect of over 55% in size
#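 qHTS (up to 57 uM final) was run with 24 h compound exposure of reporter cells at 37 °C. Each well was multiplexed: SteadyGlo luminescence measured ATXN2-luciferase expression after a fluorogenic Gly-Phe-AFC viability readout (25 uM final).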
# S2 tox = Viability Counterscreen for Primary qHTS for Inhibitors of ATXN expression; AID 651635, 2014; Potency, µM (titrated, usually from 56.7 µM), hits mostly cytotoxic; 400,000 compounds, 0.49% hits; S2 cells (HEK-293 line with an ATXN2-luciferase reporter) viability, CellTiter-Fluor protease fluorescence, 24 h; also: nearly all actives have a fitted effect of over 40% in size
# A549 viability = Nrf2 qHTS screen for inhibitors: counterscreen for cytotoxicity; A549 ARE-Fluc cells, CellTiter-Fluor viability, 18-24 h; Potency, µM (series often up to 46 µM), for the others: at the top dose activity change, negative = cytotoxicity, actives largely listed as inhibitors; 390,000 compounds, 0.16% hits; also: % is scaled to controls: 0 for no effect and ±100 for the full control effect
#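 A549 ARE-Fluc cells in 5% FBS OPTI-MEM, 5000 cells/well, rested 2 h then exposed to compounds in concentration-response for 18-24 h at 37 °C. Viability by CellTiter-Fluor fluorescence (Ex 405/Em 525) after 30 min; luciferase luminescence (BugLite, 15 min, RT) read afterwards.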
# MCF10A rerep = A quantitative high throughput screen for small molecules that induce DNA re-replication in MCF 10a normal breast cells. MCF 10A DNA re-replication, Hoechst nuclear intensity, 48 h. Potency, µM (highest dose often 46.1 µM), for inactives: at the top dose activity, positive = re-replication, most hits filed as activators. 350,000 compounds, 2.9% hits; also: % of control where 0% means no effect; nearly all actives have a fitted effect of over 50% in size
# EPAC2 antagonist = qHTS for Antagonist of cAMP-regulated guanine nucleotide exchange factor 2 (EPAC2): primary screen | Rap guanine nucleotide exchange factor 4 (Homo sapiens), Q8WZA2 | EPAC2 GEF exchange of Rap1B-BODIPY-GDP, fluorescence | Potency, µM (series often up to 114 µM), for inactives: top-dose activity, negative = inhibition, hits mostly inhibitors | 360,000 compounds, 0.18% hits | AID 720708, 2013; also: % is scaled to controls: 0 for no effect and ±100 for the full control effect; nearly all actives have a fitted effect of over 45% in size; many of its hits are not listed in these tables
# Target sequence (Q8WZA2 whole entry, looked up): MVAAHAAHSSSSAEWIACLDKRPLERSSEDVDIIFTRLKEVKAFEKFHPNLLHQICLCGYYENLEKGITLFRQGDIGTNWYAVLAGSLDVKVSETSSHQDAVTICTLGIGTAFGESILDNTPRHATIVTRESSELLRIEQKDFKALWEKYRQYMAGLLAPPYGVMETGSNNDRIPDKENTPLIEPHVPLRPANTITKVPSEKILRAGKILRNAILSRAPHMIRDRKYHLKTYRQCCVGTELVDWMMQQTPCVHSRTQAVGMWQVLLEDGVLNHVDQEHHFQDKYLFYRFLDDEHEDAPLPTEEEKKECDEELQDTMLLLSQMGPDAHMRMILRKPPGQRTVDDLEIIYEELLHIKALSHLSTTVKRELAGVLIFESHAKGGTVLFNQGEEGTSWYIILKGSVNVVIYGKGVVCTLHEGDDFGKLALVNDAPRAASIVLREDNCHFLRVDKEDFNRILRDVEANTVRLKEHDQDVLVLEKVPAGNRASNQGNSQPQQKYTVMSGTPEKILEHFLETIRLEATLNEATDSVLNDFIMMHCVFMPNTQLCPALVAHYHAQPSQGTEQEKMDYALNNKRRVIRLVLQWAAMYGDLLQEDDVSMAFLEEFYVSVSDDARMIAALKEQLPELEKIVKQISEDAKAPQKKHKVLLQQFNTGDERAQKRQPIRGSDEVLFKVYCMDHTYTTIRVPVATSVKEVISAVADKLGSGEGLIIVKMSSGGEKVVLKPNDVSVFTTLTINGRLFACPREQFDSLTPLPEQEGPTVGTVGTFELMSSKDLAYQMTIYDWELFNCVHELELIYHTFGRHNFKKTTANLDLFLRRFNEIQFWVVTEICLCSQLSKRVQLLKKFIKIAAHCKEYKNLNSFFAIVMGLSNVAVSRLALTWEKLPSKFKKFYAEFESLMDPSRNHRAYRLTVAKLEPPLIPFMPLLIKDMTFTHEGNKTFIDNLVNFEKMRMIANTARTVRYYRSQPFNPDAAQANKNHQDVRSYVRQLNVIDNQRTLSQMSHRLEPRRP
# TGFb SMAD3 inh = qHTS for Inhibitors of TGF-b. HepG2 CAGA-GFP TGF-b/SMAD3 reporter, GFP fluorescence, 18 h; TGF-beta stimulated, 500 pg/mL final. AID 588855, 2011. Potency, µM (titrated, usually from 46.1 µM), without a hit: at the highest dose activity, negative = inhibition, usual class: inhibitors. 410,000 compounds, 1.2% hits; also: % is scaled to controls: 0 for no effect and ±100 for the full control effect; nearly all actives have a fitted effect of over 65% in size
#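 Inhibition of TGF-beta-driven CAGA-GFP reporter expression in HEPG2 cells is measured by cellular GFP fluorescence after 18 h stimulation with 500 pg/mL recombinant TGF-beta in 1% FBS medium at 37 degrees C.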
# Nrf2 activator = qHTS of Nrf2 Activators | AID 624171, 2012 | 410,000 compounds, 0.31% hits | AREc32 ARE-luciferase reporter (MCF7-derived line), luminescence, 24 h | Potency, µM (titrated, usually from 46.1 µM), for inactives: at the top dose activation, actives largely listed as activators; also: % of control where 0% means no effect; nearly all actives have a fitted effect of over 65% in size
#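 ARE activation measured as luciferase luminescence (Steady-Glo, 30 min RT) in AREc32_Fluc cells after 24 hr compound exposure at 37 deg C, 5% CO2; cells seeded overnight at 1000/well in OPTI-MEM, 5% FBS.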
# HepG2 tox = qHTS for Inhibitors of TGF-b: Cytotox Counterscreen; HepG2 CAGA-GFP viability, ATP luminescence, 18 h; Potency, µM (titrated, usually from 46.1 µM), for inactives: at the highest dose activity change, negative = cytotoxicity, usual class: cytotoxic; 410,000 compounds, 0.76% hits; AID 588856, 2011; also: some results filed as inactive show a strong effect at the top dose
#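 HepG2 CAGA-GFP cells (1000/well, DMEM with 1% FBS) received compound, then TGF-beta at 500 pg/mL final, and were incubated 18 hours at 37 degrees C. Viability was read by CellTiter-Glo luminescence. Media-only wells were set as complete cell-killing and DMSO as no toxicity.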
# * = called active by the depositor; i = inactive; ? = inconclusive; / = no result given; [ ] = remark or other dose. Calls follow the shape of the dose curve; as a rule, active = well fitted curve in the direction sought with a large enough effect; inconclusive = small, poorly fitted or top-dose-only effect, or another doubt; inactive = no such curve, though single readings can be large; an effect the other way counts as inactive or inconclusive. Potency is read from the fitted curve at half-maximal effect. The list is partial; rates above refer to the full screens.
# Every second line gives: Nrf2 inh, ATXN2 expr inh, S2 tox, A549 viability, MCF10A rerep, EPAC2 antagonist, TGFb SMAD3 inh, Nrf2 activator, HepG2 tox
> Cc1ccc(S(=O)(=O)N(C)c2ccc(OCC(=O)Nc3nnc(C4CC4)s3)cc2)cc1
 : -2%, -13%, i, 1%, 17%, 0%, 8%, -0.1%, -8%
> O=C(CSc1nccn1-c1ccc(Cl)cc1)N1CCCc2ccccc21
 : 5%, 1%, i, 0%, 5%, 9%, -28%, 2.3%, 2%
> COC(=O)C1CCN(C(=O)CSc2nnc(-c3ccccc3)o2)CC1
 : -1%, 8%, i, 1%, -4%, 4%, 23%, -0.6%, 1%
> COc1cccc(CN(C)CC(=O)Nc2cc(S(=O)(=O)N3CCCC3)ccc2Cl)c1OC
 : ?, -25%, i, -7%, ?, 7%, ?, 3.9%, 2%
> Cc1ccc(CNS(=O)(=O)c2c(C(=O)N3CCC(C)CC3)c(C)n(C)c2C)cc1
 : /, /, /, -6%, /, /, 5%, -0.8%, 2%
> O=[N+]([O-])c1cccc(-c2nnc(-c3ccccc3F)o2)c1
 : ?, 54%[activator], i, -3%, 6%, 2%, -20%, 13µM*, -25%
> CCc1nc2c(OCc3ccc(OC(F)F)cc3)cccn2c1N(C)C(=O)c1cccs1
 : /, ?, i, /, /, ?, -13%, 3.9%, -2%
> CCOc1cc(S(=O)(=O)NCc2cccs2)ccc1Cl
 : -8%, 3%, i, -2%, -9%, -2%, -40%, 3.3%, -4%
> CC(C)c1cc(C(=O)N/N=C/c2ccoc2)cs1
 : 25%, 12%, i, -1%, -16%, -1%, 0%, 3.7%, 5%
> CCOc1ccc2[nH]c(=O)c(CN(Cc3nnnn3Cc3ccco3)C3CCCCC3)cc2c1
 : -2%, -12%, i, -11%, 0%, 1%, -25%, 0.3%, 2%
> Cc1ccc2c(c1)N(CC(=O)N1CCN(c3ccccc3)CC1)C(=O)C(C)O2 (configuration not stated)
 : 1%, -7%, i, 2%, 17%, 0%, -4%, -0.3%, 5%
> CCOC(=O)COc1ccc(S(=O)(=O)N2CCN(C(=O)OCC)CC2)cc1
 : 11%, 1%, i, -7%, -6%, 0%, ?, 0.1%, 7%
> CCOc1ccccc1Nc1cc(-c2ccccc2)nc(C)n1
 : -13%, 5%, i, -8%, /, /, 56%[activator], 7.0%, -6%
> c1ccc(CCn2nnnc2CN2CCCc3ccccc32)cc1
 : 3%, 12%, i, 1%, ?, -11%, 4%, 6.2%, -19%
> COc1cccc(OC(C)c2ccnc3nc(/N=C/N(C)C)nn23)c1 (configuration not stated)
 : 2%, 2%, i, 15%, ?, -4%, 6%, 4.3%, -16%
> CS(=O)(=O)CCC(C(=O)Nc1cccc(C(F)(F)F)c1)N1Cc2ccccc2C1=O (configuration not stated)
 : 9%, /, /, 2%, /, /, -9%, 5.4%, -1%
> CCCCC(=O)NC(=S)NNS(=O)(=O)c1ccccc1
 : -10%, 3%, i, -1%, 3%, 13%, 7%, -0.7%, -2%
> CCOC(=O)c1ccc(Nc2cc(C)nc(N3CCOCC3)n2)cc1
 : -1%, 1%, i, 22%, 8%, 2%, 3%, 3.5%, -43%
> O=C(CCN1C(=O)/C(=C/c2ccc(F)cc2)SC1=S)NC1C=CS(=O)(=O)C1 (configuration not stated)
 : -7%, /, ?, 1%, ?, 32%[activator], -1%, 22%, 0%
> CC(C)CN(CCOc1cccc(N2C(=O)C3=C(CCCC3)C2=O)c1)CC(C)C
 : -9%, -12%, i, 15%, ?, -10%, -8%, -0.1%, -20%

# One compound at a time, from the list above. Values in the order: Nrf2 inh, ATXN2 expr inh, S2 tox, A549 viability, MCF10A rerep, EPAC2 antagonist, TGFb SMAD3 inh, Nrf2 activator, HepG2 tox
# Cc1ccc2c(c1)N(CC(=O)N1CCN(c3ccccc3)CC1)C(=O)C(C)O2 (configuration not stated) is entered as 1%, -7%, i, 2%, 17%, 0%, -4%, -0.3%, 5%
# Cc1ccc(S(=O)(=O)N(C)c2ccc(OCC(=O)Nc3nnc(C4CC4)s3)cc2)cc1 is entered as -2%, -13%, i, 1%, 17%, 0%, 8%, -0.1%, -8%

# Next results.
# Every second line gives: Nrf2 inh, ATXN2 expr inh, S2 tox, A549 viability, MCF10A rerep, EPAC2 antagonist, TGFb SMAD3 inh, Nrf2 activator, HepG2 tox
> CC(=O)N1CCSc2ccc(S(=O)(=O)NCCc3cccc(C)c3)cc21
 : ?, -19%, i, -3%, 16%, 1%, -8%, -0.3%, -21%
> O=C(COC(=O)CCNS(=O)(=O)c1ccc2c(c1)OCCO2)NC1CCCc2ccccc21 (configuration not stated)
 : 3%, 6%, ?, -6%, 0%, 4%, -2%, -0.3%, 2%
> COc1ccc(/C=N/Nc2nc(C)cc(-c3ccccc3)n2)cc1OC
 : 23µM*, -8%, i, -7%, ?, -23%, -15%, 0.0%, -34%
> O=S(=O)(Cc1cc(Cl)nc(-c2cccnc2)n1)c1ccccc1
 : 1%, ?, ?, -2%, ?, 4%, -15%, ?, -2%
> COc1ccc(-c2nn(C)c(=O)c3ccccc23)cc1NC(=O)Cn1nc(C)c2ccccc2c1=O
 : -20%, -1%, i, 2%, 16%, -7%, -11%, 8.3%, -7%
> O=C1CCc2cc(S(=O)(=O)Nc3cccc(F)c3)cc3c2N1CC3
 : -41%, 3%, i, 2%, ?, -14%, 8%, -0.2%, 6%
> COc1cc([N+](=O)[O-])c(C)cc1NC(=O)c1ccc(OC)c(OC)c1
 : /, /, ?, /, /, 2%, 2%, -0.4%, 1%
> O=[N+]([O-])c1cccc(-c2ccc(/C=N/NC(=S)Nc3ccccc3)o2)c1
 : -2%, 1%, i, -10%, 22%, 4%, -9%, 12%, -11%
> CC(=O)c1cccc(NC(=O)c2ccc(C)c(S(=O)(=O)N3CCOCC3)c2)c1
 : 6%, -9%, i, 1%, 7%, -1%, -1%, 0.5%, -28%
> COc1cc(C(=O)OCC(=O)NCC2CCCCC2)ccc1OCC(C)C
 : 3%, -22%, i, 0%, ?, 9%, ?, -0.3%, 33%
> N#CC1=C(N)N(c2ccc(Cl)cc2)C2=C(C(=O)CCC2)C1c1cc(CN2CCOCC2)cs1 (configuration not stated)
 : -2%, /, /, 4%, /, /, 21%, -0.1%, -15%
> O=C(COC(=O)c1ccccn1)Nc1cccc(Cl)c1Cl
 : 2%, 1%, ?, -1%, -3%, 0%, -12%, -0.2%, -5%
> Cc1ccc(S(=O)(=O)N2CCN(CC(=O)N/N=C\c3ccc(O)c(O)c3)CC2)cc1
 : 5%, /, i, -6%, 1%, 0%, 18%, 0.2%, 1%
> CC1=C(C(=O)OCC2CCCO2)C(c2ccc(C)o2)C2=C(CC(c3ccc(F)cc3)CC2=O)N1 (configuration not stated)
 : ?, 1%, i, -11%, 15%, -23%, -1%, 7.1%, -66%
> Cc1nccn1S(=O)(=O)c1ccc(Br)cc1Br
 : 4%, -4%, i, -4%, -1%, -9%, 1%, -0.2%, 1%
> CCN(CC)c1ccc(-c2sc(Nc3ccccc3)n[n+]2-c2ccc(F)cc2)cc1
 : -10%, -18%, ?, -4%, 12%, 14%, ?, 8.2%, -59%
> CCc1cccc(-n2c(C)nc3c(cnn3-c3ccc(C)c(C)c3)c2=O)c1
 : ?, -16%, i, 14%, /, /, ?, 0.9%, -35%
> Oc1ccc2ccccc2c1C1Nc2cccc3cccc(c23)N1
 : -3%, -27%, i, 1%, 14%, -8%, ?, ?, -24%
> COCCCNc1ccn2nc(-c3cccc(Cl)c3)cc2n1
 : /, 3%, i, /, /, 9%, 10%, -0.3%[9.22 µM], -16%
> COc1ccc(-c2[nH]nc3c2C(c2ccncc2)C(C#N)=C(N)O3)cc1 (configuration not stated)
 : 7%, -12%, i, 3%, 8%, 7%, ?, ?, -22%
> Nc1nnc(-c2cn(-c3ccccc3)nc2-c2ccccc2)o1
 : -50%, 10%, i, -21%, -3%, -8%, -2%, 4.3%, -25%
> Cn1c(N2CCCCC2)cc(=O)n(C)c1=O
 : 0%, 0%, i, -5%, 2%, 5%, -18%, 0.2%, -49%
> CSc1nc(NC(C)(C)C)nc(N2CCOCC2)n1
 : -6%, -4%, i, -21%, 1%, 11%, 5%, -0.5%, -17%

# For convenience, some entries already given.
# Every second line gives: Nrf2 inh, ATXN2 expr inh, S2 tox, A549 viability, MCF10A rerep, EPAC2 antagonist, TGFb SMAD3 inh, Nrf2 activator, HepG2 tox
> Cn1c(N2CCCCC2)cc(=O)n(C)c1=O
 : 0%, 0%, i, -5%, 2%, 5%, -18%, 0.2%, -49%
> CSc1nc(NC(C)(C)C)nc(N2CCOCC2)n1
 : -6%, -4%, i, -21%, 1%, 11%, 5%, -0.5%, -17%

# Compounds shown so far with a cyano group:
# Every second line gives: Nrf2 inh, ATXN2 expr inh, S2 tox, A549 viability, MCF10A rerep, EPAC2 antagonist, TGFb SMAD3 inh, Nrf2 activator, HepG2 tox
> N#CC1=C(N)N(c2ccc(Cl)cc2)C2=C(C(=O)CCC2)C1c1cc(CN2CCOCC2)cs1 (configuration not stated)
 : -2%, /, /, 4%, /, /, 21%, -0.1%, -15%
> COc1ccc(-c2[nH]nc3c2C(c2ccncc2)C(C#N)=C(N)O3)cc1 (configuration not stated)
 : 7%, -12%, i, 3%, 8%, 7%, ?, ?, -22%
